# TbPYK inhibitor: blocks Trypanosoma brucei pyruvate kinase. Q57TT1. TbPYK enzyme, Kinase-Glo Plus ATP luminescence, 45 min. Potency, µM (titrated, usually from 76.8 µM), for the others: at the top dose activity, negative = inhibition, usual class: inhibitors. 410,000 tested, 0.12% active; further: potency means the concentration at half of the fitted maximal effect; on the % scale 0 is the no-effect control and ±100 the full control effect; nearly all actives have a fitted effect of over 50% in size
#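 In this concentration-response screen, enzyme-free wells defined baseline while DMSO plates tracked drift. Each reaction combined TbPYK, substrate, compound and 130 uM ADP for 45 min at room temperature. Kinase-Glo Plus luminescence gave the signal.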
# Pf growth 96h: inhibits malaria parasite growth, 96 h; Potency, µM (top dose mostly 28.7 µM), for inactives: top-dose activity change, negative = inhibition, usual class: inhibitors; 320,000 tested, 6.9% active; P. falciparum luciferase reporter growth, 96 h; further: potency means the concentration at half of the fitted maximal effect; on the % scale 0 is the no-effect control and ±100 the full control effect
#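 96 h incubation, 37 C, 5% CO2, of luciferase-reporter P. falciparum-infected RBCs (2% hematocrit, 0.05% parasitemia final) with test compounds; endpoint luminescence.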
# LmPK inhibitor: blocks Leishmania mexicana pyruvate kinase activity | Q27686 | purified LmPK, Kinase-Glo ATP luminescence, 1 h | Potency, µM (doses to about 57.5 µM), without a hit: at the top dose activity change, negative = inhibition, usual class: inhibitors | 290,000 tested, 0.37% active | AID 1721; further: potency means the concentration at half of the fitted maximal effect; on the % scale 0 is the no-effect control and ±100 the full control effect
# Target sequence (Q27686 whole entry, looked up): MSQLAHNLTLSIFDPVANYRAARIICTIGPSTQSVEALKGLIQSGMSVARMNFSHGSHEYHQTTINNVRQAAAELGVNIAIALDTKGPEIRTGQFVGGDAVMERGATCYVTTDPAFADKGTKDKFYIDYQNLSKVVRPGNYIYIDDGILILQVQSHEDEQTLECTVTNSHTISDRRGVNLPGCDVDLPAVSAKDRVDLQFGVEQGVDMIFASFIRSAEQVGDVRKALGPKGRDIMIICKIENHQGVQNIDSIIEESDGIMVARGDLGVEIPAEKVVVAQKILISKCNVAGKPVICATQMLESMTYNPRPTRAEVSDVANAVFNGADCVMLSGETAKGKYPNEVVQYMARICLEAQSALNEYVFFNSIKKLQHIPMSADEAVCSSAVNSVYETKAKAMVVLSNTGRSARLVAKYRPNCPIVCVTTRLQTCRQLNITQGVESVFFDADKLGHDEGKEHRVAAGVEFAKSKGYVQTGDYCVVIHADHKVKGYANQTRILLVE
#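 ATP generated from ADP (0.1 mM) and PEP (0.5 mM) by 0.1 nM LmPK over 1 h at room temperature (pH 7.2 imidazole buffer) was detected by coupled luciferase luminescence. Values were normalized to uninhibited and no-enzyme wells.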
# CHX counter: counter-screen for Shiga toxin inhibitors: cycloheximide protein synthesis inhibition. cell reporter, cycloheximide protein synthesis inhibition counterscreen. max response, %. 300,000 tested, 12% active. AID 2314; in the data active means max response mostly above about 13%, no sharp cut-off; inactive means mostly below about 14%; further: read at 38.3 µM for the half of the compounds with a filed dose; 0% is about no effect
# Shiga inhibitor: blocks Shiga toxin action in Vero cells | 290,000 tested, 9.2% active | Vero cells, Shiga toxin protein synthesis inhibition reporter | AID 2315 | inhibition, % at 38.7 µM; in the data active means inhibition mostly above about 28%, no sharp cut-off; inactive means mostly below about 43%; further: 0% is about no effect
# AMA1-RON2 inh: inhibitors of Plasmodium falciparum AMA1-RON2 interaction; AlphaScreen AMA1-biotinylated RON2 peptide binding; Potency, µM (top dose mostly 58.2 µM), for inactives: at the top dose activity change, negative = inhibition, actives largely listed as inhibitors; 360,000 tested, 0.2% active; AID 720542;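 further: potency means the concentration at half of the fitted maximal effect; 0% = vehicle wells and -100% = peptide control; nearly all actives have a fitted effect of over 45% in size; some results filed as inactive show a strong effect at the top dose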
#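 AMA1 (3D7) with his tag at 25 nM final met compounds first, then biotinylated RON2 peptide at 25 nM; detection used donor plus acceptor beads, 10 µg/mL apiece, read by AlphaScreen after 30 min at room temperature.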
# Pf growth 48h: inhibits P. falciparum growth in the first generation, 48 h | P. falciparum luciferase growth in erythrocytes, 48 h | Potency, µM (top dose mostly 28.7 µM), without a hit: at the top dose activity change, negative = inhibition, actives largely listed as inhibitors | 310,000 tested, 5.9% active; further: potency means the concentration at half of the fitted maximal effect; on the % scale 0 is the no-effect control and ±100 the full control effect
#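 First compound was added to culture medium, then infected red cells at 0.1% parasitemia and 2% hematocrit (final). After incubation at 37 C under 5% CO2, luciferase detection reagent was dispensed and light output recorded.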
# * = called active by the depositor; ? = inconclusive; . = not tested or not shown; [ ] = dose if it differs, or a comment. Unless noted, the call rests on the fitted dose curve; in most records, active means well fitted curve in the direction sought with a large enough effect; inconclusive means small, poorly fitted or top-dose-only effect, or another doubt; inactive means no such curve, though single readings can be large; an effect the other way counts as inactive or inconclusive.
SMILES,TbPYK inhibitor,Pf growth 96h,LmPK inhibitor,CHX counter,Shiga inhibitor,AMA1-RON2 inh,Pf growth 48h
CCOC(=O)/C(C)=N/NC(=O)c1cccc([N+](=O)[O-])c1,13%,-12%,0%,5,2,113%[activator],-7%
CN1CCC=C(C(=O)N2c3ccccc3Sc3ccc(Cl)cc32)C1,-8%,?,2%,-3,1,-4%,?
CCN(CC)S(=O)(=O)c1ccc(NC(=O)COC(=O)c2ccc(NC(=O)CC#N)cc2)cc1,2%,51%[1.15 µM],0%,-1,-6,-1%,0%
O=C1CN(C(=O)CSc2nnc3ccccn23)c2ccccc2N1,-22%,?,-3%,-4,6,6%[2.32 µM],2%
COc1ccc(-c2nnc3ccc(SCC(=O)Nc4nc5ccc(C)cc5s4)nn23)cc1OC,-11%,?,2%,0,14,-9%,13µM*
CCCC(=O)N=c1sc2cccc(F)c2n1C,-3%,24%,0%,-4,-8,-2%,.
COc1cc(OC)c(C(=O)CCC(=O)O)cc1OC,1%,-10%,3%,4,-4,10%,22%
Cn1c(SCC(=O)NNC(=O)c2ccccc2O)nnc1-c1ccccc1,-4%,33%[activator],-1%,10,-3,0%,3%
COc1cc(-c2cc(C(F)(F)F)n3ncc(C(=O)O)c3n2)cc(OC)c1OC,0%,20%,3%,-2,-14,8%,1%
COCCNC(=S)N(CCc1c(C)[nH]c2ccc(Cl)cc12)Cc1cccs1,1%,?,4%[11.5 µM],8,-3,?,?
COC(=O)CN1C(=O)COc2ccc(S(=O)(=O)NCc3ccc(F)cc3)cc21,-1%,39%[activator],-1%,-3,3,14%,45%[activator]
COc1cccc(CC2(CO)CCCN(Cc3ccc(OC)c(C)c3OC)C2)c1 (centres undefined),5%,?,7%,-4,.,-8%,?
COc1cc2c(cc1OC)CN(Cc1cc(=O)n3cc(C)ccc3n1)CC2,2%,-85%,-3%,-3,-2,10%,-24%
CN(CCCNC(=O)C1CCC(=O)N1Cc1ccc(F)cc1)c1ccccc1 (centres undefined),1%,17%,0%,-5,-5,-2%,.
CC(C)c1ccc(OCC(=O)N2CCN(c3ccccn3)CC2)c(Br)c1,-4%,?,4%,10,-9,-21%,41%
O=C(Nc1cc(C(=O)N2CCOCC2)ccc1N1CCCC1)c1cccs1,-9%,?,-1%,-2,-37,-6%,22%
Cc1ccc(N(C(=O)c2ccccn2)C2(C(=O)NC3CCCC3)CCCCC2)cc1,-10%,.,2%,-2,-5,3%,.
CN(C(=O)Nc1ccc(C(C)(C)C)cc1)C1CCCCC1,4%,-1%,1%,12,22,3%,11%
CCc1c(C)sc(NC(=O)c2cc(C3CC3)on2)c1C#N,-6%,?,1%,-3,-10,5%,.
CCOc1c2ccc(C(=O)NCc3ccco3)cc2nn1CC,-1%,39%[activator],-2%,9,-15,12%,21%

# Pulled by structure from the entries so far:
SMILES,TbPYK inhibitor,Pf growth 96h,LmPK inhibitor,CHX counter,Shiga inhibitor,AMA1-RON2 inh,Pf growth 48h
COCCNC(=S)N(CCc1c(C)[nH]c2ccc(Cl)cc12)Cc1cccs1,1%,?,4%[11.5 µM],8,-3,?,?
CCN(CC)S(=O)(=O)c1ccc(NC(=O)COC(=O)c2ccc(NC(=O)CC#N)cc2)cc1,2%,51%[1.15 µM],0%,-1,-6,-1%,0%
COc1cc2c(cc1OC)CN(Cc1cc(=O)n3cc(C)ccc3n1)CC2,2%,-85%,-3%,-3,-2,10%,-24%
Cc1ccc(N(C(=O)c2ccccn2)C2(C(=O)NC3CCCC3)CCCCC2)cc1,-10%,.,2%,-2,-5,3%,.

# Further entries.
SMILES,TbPYK inhibitor,Pf growth 96h,LmPK inhibitor,CHX counter,Shiga inhibitor,AMA1-RON2 inh,Pf growth 48h
CC(C)n1cc(/C=C2\NC(=O)N(c3cccc(Cl)c3)C2=O)c2ccccc21,-12%,?,-1%,8,-12,-1%,.
O=C(CNC(=O)c1cccc(F)c1)OCC(=O)N1CCCCC1,-2%,-10%,1%,35*,51*,11%,26%
O=C(NCCN1CCOCC1)C1CCC(=O)N1Cc1ccc(F)cc1 (centres undefined),-14%,43%[activator],-7%,-2,20,6%,.
CC(=O)Nc1ccc(C(=O)COC(=O)CCN2C(=O)C3CC=CCC3C2=O)cc1 (centres undefined),-4%,0%,-12%,3,13,-1%,11%
Cc1cc(N2CCCCC2)n2ncc(-c3ccc(Cl)cc3)c2n1,1%,140%[activator],15%,29*,39,175%[activator],.
CN(C)C=Nc1nc2ccccc2nc1N1CCCC1,-10%,-60%[5.75 µM],-1%,1,2,-4%,-16%
CC(C)C(NC(=O)OC(C)(C)C)C(=O)N1CCCC1C(=O)NC(Cc1ccccc1)C(N)=O (centres undefined),4%,?,1%,2,-17,42%[activator],1%
Cc1cc(C)c2c(=O)[nH]n(C3CCOC(C)(C)C3)c2n1 (centres undefined),-1%,?,3%,-4,-12,7%,.
CN(C)C(=O)c1ccc(NC(=O)COc2cccc3c2OC(C)(C)C3)cc1,-5%,4%,.,.,.,25%,?
Cc1cc(=O)n2[nH]c(NCc3c(F)cccc3Cl)nc2n1,1%,-2%,2%,-3,-13,1%,6%
O=C(CCN1CCN(c2ccc([N+](=O)[O-])cc2)CC1)c1ccc(Cl)cc1,-4%,17%,-6%,10,5,-13%,10%
CCOc1cc2c(cc1OCC)-n1cccc1C(c1ccc(C)cc1C)NC2 (centres undefined),1%,-11%,0%,0,-3,?,?
Cc1nn(-c2ccccc2)c(C)c1C(=O)OCC(=O)NCc1ccco1,3%,24%,6%,13,26,14%,-1%
CCc1nnc(NC(=O)c2cccc(S(=O)(=O)N3CCc4ccccc43)c2)s1,-6%,.,1%,-4,-5,8%,5%
CCOC(=O)Cn1cc([N+](=O)[O-])nc1[N+](=O)[O-],-8%,?,-4%,2,-1,-3%,?
COc1ccc(-c2ccnc3nc(N4CCOCC4)nn23)cc1,7%,?,-6%,-3,-10,0%,7%
CCOC(=O)c1c(C)c(C(=O)N2CCCCCC2)c(C)n1C,3%,-10%,-3%,11,26,-6%,?
O=C(CSCc1ccccc1)NNC(=S)Nc1cccc(Cl)c1Cl,-19%,2%,3%,1,2,-9%,6%
Cc1occc1C(=O)N1CCN(c2ccc(Cl)cc2)CC1,5%,4.7µM*,-10%,-1,-25,-7%,15%
CCOC(=O)c1n[nH]c2ccccc12,-4%,?,2%,-2,-29,6%,9%
COC(=O)c1c(C)[nH]c(C(=O)C(C)OC(=O)C2CC2C)c1C (centres undefined),-11%,?,.,.,.,3%,-26%
C/C=C(\C)C(=O)Nc1cccc(C2=NOC3(C2)C[C@H](C(N)=O)N(C(=O)CC#N)C3)c1 (some centres undefined),3%,7%,3%,-1,-2,20%,7%
CCCCN(C(=O)c1cc2c(s1)CCC2)c1c(N)n(CC(C)C)c(=O)[nH]c1=O,-3%,-22%,.,.,.,0%[11.6 µM],?
COc1ccc(S(=O)(=O)N2CCOC2CNC(=O)C(=O)NCCCN2CCOCC2)cc1C (centres undefined),0%,1%,-7%,-2,-6,15%,-1%
O=C(CSc1ccc2nnc(-c3cccnc3)n2n1)N1CCc2ccccc21,.,?,0%,-1,-12,.,7%
COc1cc2c(cc1OC)C(c1ccccc1)CN(C)CC2 (centres undefined),1%,15µM*,.,.,.,.,?
O=C(NCC(c1cccs1)N1CCOCC1)c1cn(-c2ccccc2)nc1-c1ccccc1 (centres undefined),2%,13µM*,.,.,.,-12%,?
COc1ccc(/C=N/n2c(C)cc(C)cc2=O)cc1,-1%,34%,-8%,-2,4,-8%,59%[activator]
O=C(Cc1ccc(Cl)cc1)N/N=C/c1ccncc1,15%,-15%,1%,-4,-7,-9%,-1%
O=C(Cc1c(F)cccc1Cl)NNC(=S)Nc1ccc(S(=O)(=O)Nc2ncccn2)cc1,-2%,14%,0%,-3,-4,108%[activator],?
COc1cc(/C=N/O)cc(Br)c1OC,-2%,-15%,0%,-3,-4,-2%,11%
Cc1cccc(Cn2cc3c(=O)n(Cc4cccc(F)c4)nc-3c3ccccc32)c1,10%,?,-1%,-2,9,-1%,?
CCn1c(=N)n(CC(=O)c2ccc(Br)s2)c2ccccc21,0%,?,5%,1,5,1%,?
COc1ccc(NC(=O)CCn2c(=S)[nH]c3ccccc3c2=O)cc1,-5%,?,-6%,1,-2,10%,4%
Cc1cc(/C=C2\NC(=O)NC2=O)c(C)n1-c1cccnc1,1%,30%[activator],-14%,3,15,-1%,26%
Cc1ccc(S(=O)(=O)N(C)/N=C/c2ccc(C(=O)O)cc2)cc1,-10%,?,18%,5,21,-3%,-7%
Cc1cc[n+](CC(=O)c2ccccc2)c2ccccc12,-7%,-25%,-3%,-2,-21,8%,?
C=CCOc1ccccc1CNc1cccc(F)c1,19%,10µM*,-8%,-1,-9,-7%,-2%
COc1ccc(/C=C2\SC(=S)N(CCCC(=O)Nc3ccc(O)cc3)C2=O)cc1,28%,?,2%,35*,51*,-8%,?
CC(C)C12CN3CCN(CC(C3)C1O)C2 (centres undefined),-1%,-4%,0%,-4,-4,0%,6%
COc1ccc(N(C(=O)c2ccco2)C(C(=O)NC2CCCC2)c2cccs2)c(OC)c1 (centres undefined),0%,8%,-2%,-4,-2,-14%,?
O=C(Nc1c(S(=O)(=O)c2ccc(Cl)cc2)csc1Br)c1ccccc1Cl,-8%,?,5%,13,9,6%,?
Fc1ccc(NC(=S)Nc2cccnc2)cc1Cl,-8%,?,5%,-1,2,20%,15µM*
O=C(CC1C(=O)NCCN1Cc1cccc(F)c1F)NCCCC1CCCC1 (centres undefined),-6%,?,-3%,1,20,33%[activator],2%
CCCN(CCC)C(=O)c1cn(C)c2ccc(S(=O)(=O)N3CCCC3)cc2c1=O,7%,?,-1%,-5,-5,-4%,7%
O=c1sc(N2CCN(c3ccccc3F)CC2)nc2ccsc12,-1%,?,4%,37*,56*,-3%,63%[activator]
CCc1ccccc1NC(=O)CNC(=O)c1cc(C2CC2)nc2c1cnn2C(C)C,1%,-3%,.,.,.,3%,?
Cc1ccc(S(=O)(=O)N2CCOCC2)cc1C(=O)NCCCn1ccnc1,4%,?,2%,7,-18,-16%,.
CCOC(=O)N1CCC(NC(=O)Cn2nc(Cc3ccncc3)c3ccccc3c2=O)CC1,0%,?,6%,1,-1,-2%,.
Cn1c(SCc2ccccc2)nnc1C1CCCNC1 (centres undefined),3%,-3%,-15%,-3,-7,52%[activator],1%
COc1ccc(C2SCC(=O)N2c2nnc(C34CC5CC(CC(C5)C3)C4)s2)cc1 (centres undefined),9%,0%,-3%,1,-4,8%,0%
COc1ccc(C2SCCN2S(=O)(=O)c2ccc(NC(C)=O)cc2)cc1OC (centres undefined),-3%,31%,-4%,-5,26,5%,-15%
CC(=O)c1cccc(Nc2nc(-c3sc(N)nc3C)cs2)c1,-7%,17µM*,1%,20*,42,61%[activator],?
CSc1oc(-c2ccccc2)nc1S(=O)(=O)c1ccc(C)cc1,-9%,20%,1%,13,-3,15%,?

# Assay outcomes as filed in PubChem BioAssay.
